PAX8 inh HTS = inhibitors of PAX8-driven TPO luciferase reporter, primary screen, RMG-I cells, single concentration. AID 652154, 2013. SteadyGlo, 24 h. hit rate 1.2% among 360,000. inhibition, % at 12.6 µM;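 active = mean replicate inhibition at least 60% with every replicate also reaching 60%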;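 note: luciferase light reporting Pax8 driven TPO promoter activity; plate controls were median of neutral control wells for no effect and mitoxantrone controls for full effect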
ERAP1 HTS inh = human ERAP1 aminopeptidase inhibitors, primary screen, biochemical, single point, plate reader | recombinant ERAP1, Leu-AMC fluorescence, 60 min | AID 652197, 2013 | Endoplasmic reticulum aminopeptidase 1 (Homo sapiens), Q9NZ08 | inhibition, % at 10.7 µM | hit rate 0.15% among 340,000;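 active = mean replicate inhibition of at least 30%, or all replicates individually reaching that 30% level; inactive = mean below 30% and not every replicate reaching it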;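 note: 0% = neutral control wells and 100% = L-leucinethiol positive control wells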
Target sequence (Q9NZ08 whole entry, looked up): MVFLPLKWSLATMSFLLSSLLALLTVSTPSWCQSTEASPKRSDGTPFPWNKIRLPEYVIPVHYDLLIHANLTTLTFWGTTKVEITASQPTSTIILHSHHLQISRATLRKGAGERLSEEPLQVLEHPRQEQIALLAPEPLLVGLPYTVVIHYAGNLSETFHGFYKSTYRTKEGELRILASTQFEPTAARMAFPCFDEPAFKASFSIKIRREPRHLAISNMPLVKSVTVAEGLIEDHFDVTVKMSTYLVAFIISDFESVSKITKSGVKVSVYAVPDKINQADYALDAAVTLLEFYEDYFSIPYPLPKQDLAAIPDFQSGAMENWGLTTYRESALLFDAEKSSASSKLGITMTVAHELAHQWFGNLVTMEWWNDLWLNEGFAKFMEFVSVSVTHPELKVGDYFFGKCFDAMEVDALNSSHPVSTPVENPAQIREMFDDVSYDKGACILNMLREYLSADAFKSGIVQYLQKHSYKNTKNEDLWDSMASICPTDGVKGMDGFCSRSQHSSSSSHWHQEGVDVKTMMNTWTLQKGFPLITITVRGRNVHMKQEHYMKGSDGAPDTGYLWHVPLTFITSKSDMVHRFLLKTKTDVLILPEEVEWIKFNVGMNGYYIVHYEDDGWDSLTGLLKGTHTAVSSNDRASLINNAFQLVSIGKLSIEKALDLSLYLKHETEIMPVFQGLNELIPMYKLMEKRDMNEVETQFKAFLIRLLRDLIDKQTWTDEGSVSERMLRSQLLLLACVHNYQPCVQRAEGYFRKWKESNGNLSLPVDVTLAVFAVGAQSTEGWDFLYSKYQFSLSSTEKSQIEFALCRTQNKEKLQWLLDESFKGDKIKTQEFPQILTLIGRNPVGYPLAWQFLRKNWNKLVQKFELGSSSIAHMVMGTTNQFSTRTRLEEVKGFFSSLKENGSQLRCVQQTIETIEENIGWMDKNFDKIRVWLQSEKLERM
FN deposit inh = inhibitors of fibronectin matrix deposition, primary screen, AH1F cells, Alexa488-fibronectin fluorescence, plate reader | hit rate 0.086% among 350,000 | AH1F fibroblasts, overnight | inhibition, % at 12.6 µM;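 active = mean inhibition across replicates of 30% or more, regardless of how many single replicates reach that level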;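 note: positive control wells lacked labelled fibronectin entirely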
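Material: AH1F fibroblast monolayer depositing Alexa488-labelled fibronectin into matrix | Input: 10000 AH1F cells/well | Medium: DMEM plus 2% serum, read in PBS | Reagent: Alexa488-fibronectin, 24 nM final in well | Compound dosing: One dose per compound, pinned | Schedule: 1 h adhesion, overnight exposure | Measured by: Fluorescence at 485 nm excitation, 525 nm emission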
EWS-Fli block = EWS/Fli-driven NR0B1 reporter inhibitors, primary screen, A673 cells, NR0B1 luciferase, luminescence, MLPCN library | viability-normalised | inhibition, % at 12.6 µM | hit rate 0.67% among 350,000;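 active = mean inhibition of at least 50% after viability correction, with every replicate also passing that limit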;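 note: firefly luciferase signal divided by Alamar Blue viability fluorescence both relative to DMSO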
PGC1a acetyl inh = inhibitors of PGC1a acetylation signal, primary screen, cell-based, U2OS, AlphaScreen, inhibitor mode; hit rate 0.17% among 350,000; AlphaScreen anti-acetyl-lysine; with virally co-expressed GCN5 acetyltransferase; inhibition, % at 15.6 µM; AID 651687, 2012;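 active = every replicate shows inhibition of at least 40%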;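 note: 0% = neutral control wells and 100% = positive control wells; some results beyond the cut were filed as inactive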
LGR2 antag = inhibitors of bursicon-induced LGR2 CRE-luciferase signal, primary screen, cell-based, HEK293, CRE-luciferase reporter, bursicon stimulation. Drosophila bursicon receptor LGR2 (rickets). bursicon-stimulated, 4 h. inhibition, % at 9.99 µM. hit rate 0.35% among 380,000. AID 720647, 2013;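 active = drop in luminescence signal, shown as inhibition above about 50% in the replicate tests, limit read from the data, passing the limit was not always enough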;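 note: agonist challenge used bursicon conditioned medium at about half maximal strength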
S100A4 MyoIIA = inhibitors of S100A4-myosin IIA peptide binding, primary screen, biochemical, fluorescence polarization, TAMRA-MyoIIA peptide. Protein S100-A4 (Homo sapiens), P26447. inhibition, % at 10.7 µM. hit rate 0.14% among 360,000;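 active = mean inhibition of at least 70% across replicates, with every replicate also reaching that level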
Target sequence (P26447 whole entry, looked up): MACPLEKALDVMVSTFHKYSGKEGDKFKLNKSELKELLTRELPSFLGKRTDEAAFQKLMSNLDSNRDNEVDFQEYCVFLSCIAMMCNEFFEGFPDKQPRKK
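Test system: S100A4 monomer protein. Medium: HEPES buffer with Ca2+, pH 7.2. Reagent: fluorescent myosin IIA peptide, 5 nM. Compound dosing: single-point compound testing. Timing: 5 min between mix addition and reading. Benchmarks: DMSO neutral and TFP positive wells.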
PglD inh = C. jejuni PglD acetyltransferase inhibitors, primary screen, biochemical, DTNB colorimetric, single point. inhibition, % at 12.5 µM. hit rate 0.098% among 360,000. purified PglD enzyme, DTNB colorimetric CoA detection. UDP-N-acetylbacillosamine N-acetyltransferase PglD (Campylobacter jejuni); in the data active = inhibition above about 16%, passing the limit was not always enough; note: strong numbers were not always called active
* hit, by the source's call; · = no result given; & = joins results of further samples.

nr	SMILES	PAX8 inh HTS	ERAP1 HTS inh	FN deposit inh	EWS-Fli block	PGC1a acetyl inh	LGR2 antag	S100A4 MyoIIA	PglD inh
1	O=C(c1nc(SCc2ccc([N+](=O)[O-])cc2)n2ccccc12)C(F)(F)F	11	3	1	-6	·	16	-3	·
2	C[C@@H]1CN([C@@H](C)CO)C(=O)c2cc(NC(=O)Nc3ccccc3)ccc2O[C@@H]1CN(C)Cc1ccc(Oc2ccccc2)cc1	22	2	·	10	-10	-8	1	0
3	CCOc1cccc2cc(C(N)=O)c(=NCc3ccccc3)oc12	·	·	-8	·	12	6	·	-3
4	O=C(C[C@@H]1C[C@@H]2c3cc(NC(=O)C4CCC4)ccc3O[C@@H]2[C@@H](CO)O1)NCc1ccc2c(c1)OCO2	12	-1	12	-1	3	-4	5	-2
5	O=[N+]([O-])C(=C1Nc2ccccc2N1)C(Cl)=C(Cl)Cl	5	-2	-3	10	·	4	-2	4
6	CSc1ccc2c(c1)N(CCC1CCCCN1C)c1ccccc1S2 (centres undefined)	14	19	-1	11	-6	·	3&1	5&-4
7	Cc1c(NC(=S)NC(NC(=O)C(C)C)C(Cl)(Cl)Cl)c(=O)n(-c2ccccc2)n1C (centres undefined)	16	·	9	·	7	9	·	4
8	C/C(=C(/NC(=O)c1ccccc1)C(=O)O)c1ccco1	-5	-17	3	-1	·	-4	1	·
9	COc1ccc(N(CC(=O)Nc2cc(OC)ccc2OC)S(=O)(=O)c2c(C)nn(C)c2C)cc1	9	1	-8	7	29	-8	7	2
10	N/C(Cn1cncn1)=N\NC(=O)c1ccc(Cl)cc1Cl	12	0	-3	2	8	3	-4	·
11	CCOc1ccccc1/C=C(/NC(=O)c1ccccc1)C(=O)N(CC)CC	10	-4	2	-4	·	12	-2	·
12	COc1ccc(-c2cnc3c(c2)C(=O)N([C@@H](C)CO)C[C@@H](C)[C@H](CN(C)C(=O)Cc2ccncc2)O3)cc1	14	0	·	4	10	1	12	-1

The closing 3 records of the section before are carried over, then new ones follow:
nr	SMILES	PAX8 inh HTS	ERAP1 HTS inh	FN deposit inh	EWS-Fli block	PGC1a acetyl inh	LGR2 antag	S100A4 MyoIIA	PglD inh
10	N/C(Cn1cncn1)=N\NC(=O)c1ccc(Cl)cc1Cl	12	0	-3	2	8	3	-4	·
11	CCOc1ccccc1/C=C(/NC(=O)c1ccccc1)C(=O)N(CC)CC	10	-4	2	-4	·	12	-2	·
12	COc1ccc(-c2cnc3c(c2)C(=O)N([C@@H](C)CO)C[C@@H](C)[C@H](CN(C)C(=O)Cc2ccncc2)O3)cc1	14	0	·	4	10	1	12	-1
13	COc1ccc(CN(Cc2cccn2C)S(=O)(=O)c2ccc(F)cc2)cc1	8	-2	-9	3	-8	1	-4	0
14	CC(C)NC(=O)N(C)C[C@@H]1Oc2ccc(NC(=O)Nc3cccc4ccccc34)cc2CC(=O)N([C@H](C)CO)C[C@H]1C	5	4	·	2	-4	-19	8	-1
15	Cc1cc(C(F)(F)F)n(-c2ccc(N)cc2)n1	12	10	10	-4	-2	1	2	·
16	Cn1ncc(Cl)c1C(=O)N1CCN(S(=O)(=O)c2ccc(F)cc2)CC1	2	2	-7	0	·	-4	12	4
17	C[C@H](CO)N1C[C@H](C)[C@H](CN(C)Cc2ccc3c(c2)OCO3)Oc2c(NC(=O)C3CCOCC3)cccc2C1=O	2	0	7	0	0	-6	0	2
18	O=C1[C@H]2[C@@H](c3ccccc3)N[C@]3(CCCN(Cc4ccc(Cl)cc4)C3=O)[C@H]2C(=O)N1Cc1ccccc1	-11	-6	-2	-8	-29	11	1	-1
19	CCC(CC)c1nnc(NC(=O)CCNC(=O)c2ccccc2Cl)s1	4	-2	1	4	-8	2	-9	·
20	CCOc1ccc(NC(=O)C2CCCN2C(=O)Oc2ccccc2)cc1 (centres undefined)	9	57*	-1	-3	·	-3	-3	2
21	COc1ccc(CC(=O)Nc2c(C(=O)N3CCN(c4ncccn4)CC3)oc3ccccc23)cc1OC	-11	0	-4	·	·	-5	-3	-1
22	Cc1ccc(S(=O)(=O)N(C)C)cc1NC(=S)N(C)C1CCN(C)CC1	-23	0	0	-2	1	10	0	-4
23	O=C(NCc1n[nH]c(=S)n1-c1cccc(Cl)c1)c1ccc(S(=O)(=O)N2CCCCC2)cc1	17	1	-6	-3	22	-4	-6	5
24	CCCNC(=O)N1CC(=O)N2[C@H](CO)[C@@H](c3ccc(-c4cccc(C)c4)cc3)[C@@H]2C1	5	1	·	7	5	1	-1	·
25	CC1=NN(C(=O)c2ccccc2Br)C(O)(c2cccnc2)C1 (centres undefined)	-7	·	-7	·	1	·	·	4
26	Cc1c(C)n(C)c2ccc(C(=O)NCc3cccs3)cc12	-14	2	9	-10	8	-6	-71	0
27	CC(=O)c1cccc(NC(=O)CSc2nnnn2C2CCCC2)c1	-2	1	7	-9	·	1	4	-1
28	COC(=O)c1cc2c(cc1Cl)N1CCCCCC1=NS2(=O)=O	19	·	7	3	·	-7	-2	·
29	O=C(CCC(=O)N1CCN(S(=O)(=O)c2ccc(Cl)cc2)CC1)Nc1ccc2ccccc2c1	8	·	1	·	-5	-14	·	-10
30	COc1ccc(S(=O)(=O)Nc2ccc3c(c2)CC(=O)N([C@H](C)CO)C[C@@H](C)[C@H](CN(C)Cc2ccc(C(=O)O)cc2)O3)cc1	-16	0	2	0	5	-4	-8	4
31	COc1ccc(NC(=O)Nc2ccon2)c(OC)c1	-23	-2	-10	-6	·	-10	-1	·
32	Cc1ccc(NC(=O)c2ccc(Cl)c(S(=O)(=O)N3CCCCCC3)c2)nc1	15	-2	1	21	-11	-3	3	·
33	CC(=O)Nc1cccc(NC(=O)CSc2nc(=O)n(CCN3CCOCC3)c3c2CCC3)c1	24	-2	-15	-3	·	7	6	4
34	Cc1cccc(-n2ccnc2SCC(=O)Nc2cccc(S(=O)(=O)NC3=NCCC3)c2)c1C	10	0	·	2	-11	8	0	4
35	CCC(Oc1ccc(C)c(C)c1)C(=O)N1CCCN(C)CC1 (centres undefined)	·	-4	1	1	-5	-20	-6	0
36	Cc1noc(C)c1NC(=O)N[C@@H]1CC[C@@H](CCNC(=O)C2CC2)O[C@@H]1CO	-3	1	-10	-3	-2	5	27	-1
37	CCN(CC)S(=O)(=O)c1cccc(NC(=O)COC(=O)CCc2nc3ccccc3s2)c1	·	-8	·	8	-4	-2	-4	5
38	CNC(=O)N/N=C(\N)c1ccccn1	-39	·	6	-23	-3	-16	-9	4
39	CCCC(=O)Nc1ccc2c(c1)C(=O)N(C)C[C@@H](OC)[C@@H](C)CN(Cc1ccccc1F)[C@H](C)CO2	·	2	-3	8	-9	14	1	-3
40	Cc1cc2nc(CO)[nH]c2cc1C	4	-2	5	-7	·	-17	3	-7
41	Nc1ccccc1-c1nnc(-c2ccccc2N)n1N	17	2	-2	-12	2	2	1	·
42	CC(C)C(CO)NC(=O)CC(=O)NC(CO)C(C)C (centres undefined)	·	12	·	-2	5	3	2	9
43	C=CCOn1c(-n2nc(C)cc2C)nc2ccccc2c1=O	-21	2	2	12	14	-13	1	9
44	COC(=O)CNC(=O)C1CCCN1C(=O)CNC(=O)OCc1ccccc1 (centres undefined)	-12	1	-4	-6	·	12	-3	·
45	COc1ccccc1N1CCN(c2nccc(C)n2)CC1	-4	1	0	-14	0	-1	-3	4
46	CCOC(CNC(=O)c1cccn2c(=O)c3c(C)c(C)sc3nc12)OCC	7	-1	-4	17	4	11	-4	3
47	CC(=O)c1sc(NC(=O)c2cccc(C)c2)nc1C	-168	5	5	-111	·	-16	2	·
48	Cc1cc(NC(=O)CSCC(=O)Nc2nc3c(C)cccc3s2)no1	16	1	-11	8	-3	-7	-2	-2

Some of these compounds in order of molar mass, lowest first.
nr	SMILES	PAX8 inh HTS	ERAP1 HTS inh	FN deposit inh	EWS-Fli block	PGC1a acetyl inh	LGR2 antag	S100A4 MyoIIA	PglD inh
42	CC(C)C(CO)NC(=O)CC(=O)NC(CO)C(C)C (centres undefined)	·	12	·	-2	5	3	2	9
45	COc1ccccc1N1CCN(c2nccc(C)n2)CC1	-4	1	0	-14	0	-1	-3	4
35	CCC(Oc1ccc(C)c(C)c1)C(=O)N1CCCN(C)CC1 (centres undefined)	·	-4	1	1	-5	-20	-6	0
36	Cc1noc(C)c1NC(=O)N[C@@H]1CC[C@@H](CCNC(=O)C2CC2)O[C@@H]1CO	-3	1	-10	-3	-2	5	27	-1
22	Cc1ccc(S(=O)(=O)N(C)C)cc1NC(=S)N(C)C1CCN(C)CC1	-23	0	0	-2	1	10	0	-4
39	CCCC(=O)Nc1ccc2c(c1)C(=O)N(C)C[C@@H](OC)[C@@H](C)CN(Cc1ccccc1F)[C@H](C)CO2	·	2	-3	8	-9	14	1	-3
21	COc1ccc(CC(=O)Nc2c(C(=O)N3CCN(c4ncccn4)CC3)oc3ccccc23)cc1OC	-11	0	-4	·	·	-5	-3	-1

(next part)
nr	SMILES	PAX8 inh HTS	ERAP1 HTS inh	FN deposit inh	EWS-Fli block	PGC1a acetyl inh	LGR2 antag	S100A4 MyoIIA	PglD inh
49	Cc1ccc(S(=O)(=O)N2CC(O)C[C@H]2C(=O)OCC(=O)Nc2ccc(N3CCOCC3)cc2)cc1C (some centres undefined)	-16	0	5	-7	·	4	-1	-3
50	COc1ccc(CC(NC(C)=O)C(=O)NC2CCN(c3nc(C)cc(C)c3C#N)CC2)c(OC)c1 (centres undefined)	8	·	3	·	5	·	·	4
51	Cc1ccc(S(=O)(=O)Nc2cccc(-c3ccc4nnc(C)n4n3)c2)s1	-4	7	-6	4	·	2	8	0
52	Cc1cccc(NC(=O)c2cccc(OC(=S)N3CCOCC3)c2)c1C	-20	0	·	-14	-3	-1	6	0
53	CN(CC(=O)Nc1ccc(C#N)cc1)Cc1ccc(Cl)cc1Cl	1	·	-1	·	-10	·	·	-3
54	Cc1cccc(-n2nc3c(c2NC(=O)C2CC2)CS(=O)(=O)C3)c1C	-16	-3	-11	-1	5	9	8	4
55	COc1ccc(C(=O)Nc2c(Cl)cc(Cl)cc2C(=O)NCCN2CCOCC2)cc1	18	2	-1	·	2	16	0	-3

Screening data deposited in PubChem BioAssay by Broad Institute.
